Screening results: PubChem, Broad Institute
Mtb BioA inh – BioA (M. tuberculosis) enzyme inhibition; inhibition, % at 9.99 µM; 0.096% of 360,000 active; purified M. tuberculosis BioA enzyme, plate reader; AID 602481; in the data active = inhibition above about 40%
Starred values were filed as active, the others as inactive. These rows are one share of the data; rates above refer to the full screens.

SMILES | Mtb BioA inh
COc1ccccc1-c1cn(CC[C@H]2CC[C@H](NC(=O)C3CC3)[C@H](CO)O2)nn1 | -0.8
COc1ccc(NC(=O)N(C)C[C@H]2Oc3c(NC(=O)C4CCOCC4)cccc3C(=O)N([C@@H](C)CO)C[C@@H]2C)cc1 | -2.2
CO[C@H]1CN(C)C(=O)c2cc(NC(=O)NC(C)C)ccc2OC[C@H](C)NC[C@H]1C | -1.9
C[C@H]1CN([C@@H](C)CO)C(=O)c2cc(C#Cc3cccnc3)cnc2O[C@@H]1CN(C)Cc1cccnc1 | 5.5
COc1ccc(NC(=O)N(C)C[C@@H]2Oc3ccc(NC(=O)C4CCCCC4)cc3CC(=O)N([C@H](C)CO)C[C@H]2C)cc1 | -1.1
C[C@H]1CN([C@@H](C)CO)C(=O)c2cc(NC(=O)Cc3ccccc3)ccc2O[C@@H]1CN(C)C(=O)NC1CCCCC1 | -1.6
C[C@H](CO)N1C[C@H](C)[C@@H](CN(C)C(=O)c2cccnc2)Oc2cc(/C=C/c3ccccc3)ccc2S1(=O)=O | 2.6
C[C@@H]1CN([C@@H](C)CO)S(=O)(=O)c2ccc(-c3ccccc3)cc2O[C@@H]1CN(C)Cc1cncnc1 | -1.4
COC(=O)C[C@H]1CC[C@H]2[C@@H](COC[C@@H](O)CN2C(=O)Nc2cccc(F)c2)O1 | 8.1
CCCNC(=O)Nc1ccc2c(c1)C(=O)N(C)[C@H]1CC[C@H](CC(=O)Nc3ccccc3C)O[C@@H]1CO2 | 1.3
C[C@H](CO)N1C[C@H](C)[C@H](CN(C)S(=O)(=O)c2cn(C)cn2)Oc2ccc(NC(=O)NC3CCCCC3)cc2C1=O | 0.6
COc1ccc(NC(=O)N(C)C[C@@H]2OCCCC[C@H](C)Oc3ccc(NC(=O)c4ccncc4)cc3C(=O)N([C@H](C)CO)C[C@@H]2C)cc1 | -8.3
CCCNC(=O)C[C@@H]1CC[C@@H]2[C@H](COC[C@H](O)CN2Cc2ccncc2)O1 | 0.2
O=C(C[C@@H]1CC[C@@H](NC(=O)Nc2cc(F)ccc2F)[C@H](CO)O1)NCc1ccc2c(c1)OCO2 | -4.7
CCCNC(=O)N(C)C[C@@H]1Oc2ncc(-c3cccc(C#N)c3)cc2C(=O)N([C@H](C)CO)C[C@@H]1C | -0.1
CO[C@H]1CN(C)C(=O)c2cc(NC(=O)C3CC3)ccc2OC[C@H](C)N(C(C)=O)C[C@@H]1C | -2.0
O=C(c1ccccn1)N1C[C@H]2[C@@H](c3ccccc31)[C@@H](CO)N2C(=O)CC1CC1 | 0.8
COCCNC(=O)C[C@H]1C[C@H]2c3cc(NC(=O)C4CCC4)ccc3O[C@H]2[C@@H](CO)O1 | 1.1
C[C@@H]1CN([C@@H](C)CO)C(=O)c2cc(NC(=O)Cc3ccccc3)ccc2O[C@@H](C)CCCCO[C@@H]1CN(C)C(=O)c1ccccc1 | -1.4
CN(C)C(=O)C[C@H]1C=C[C@H](NC(=O)c2ccc(F)cc2)[C@@H](CO)O1 | 2.5

Some of these compounds in order of length of the SMILES, falling.
SMILES | Mtb BioA inh
C[C@H]1CN([C@@H](C)CO)C(=O)c2cc(NC(=O)Cc3ccccc3)ccc2O[C@@H]1CN(C)C(=O)NC1CCCCC1 | -1.6
O=C(C[C@@H]1CC[C@@H](NC(=O)Nc2cc(F)ccc2F)[C@H](CO)O1)NCc1ccc2c(c1)OCO2 | -4.7
O=C(c1ccccn1)N1C[C@H]2[C@@H](c3ccccc31)[C@@H](CO)N2C(=O)CC1CC1 | 0.8

Look-ups from the results shown.
CCCNC(=O)C[C@@H]1CC[C@@H]2[C@H](COC[C@H](O)CN2Cc2ccncc2)O1 in Mtb BioA inh is entered as 0.2
COc1ccc(NC(=O)N(C)C[C@@H]2Oc3ccc(NC(=O)C4CCCCC4)cc3CC(=O)N([C@H](C)CO)C[C@H]2C)cc1 in Mtb BioA inh is entered as -1.1

Continued:
SMILES | Mtb BioA inh
COc1ccccc1C#Cc1ccc([C@@H]2[C@@H](CO)N(C(=O)C3CCC3)[C@H]2C#N)cc1 | -5.0
C[C@@H]1CN([C@H](C)CO)S(=O)(=O)c2ccc(C#C[C@@H](C)O)cc2O[C@H]1CN(C)C | -1.0
O=C(NCc1ccccc1)[C@@H]1[C@@H](CO)[C@@H]2Cn3c(cccc3=O)[C@@H]2N1C(=O)C1CC1 | 0.5
C[C@@H]1CCCCO[C@@H](CN(C)C(=O)Nc2ccccc2)[C@@H](C)CN([C@H](C)CO)C(=O)c2cc(NC(=O)c3ccccc3)ccc2O1 | -0.3
C[C@H]1CCCCO[C@@H](CN(C)Cc2ccccc2)[C@@H](C)CN([C@@H](C)CO)C(=O)c2cc(NC(=O)Nc3ccc(F)cc3)ccc2O1 | 0.0
COc1cccc(C#Cc2ccc([C@H]3[C@@H](CO)N(C(=O)C4CCCCC4)[C@H]3C#N)cc2)c1 | 0.0
CO[C@H]1CC[C@H]2CCN(C)C(=O)[C@@H](C)[C@H](OC)CN(C)C(=O)c3cc(C#N)ccc3OC[C@@H]1O2 | -4.4
COc1ccc(NC(=O)N(C)C[C@@H]2Oc3ccc(NS(=O)(=O)c4cccs4)cc3CC(=O)N([C@H](C)CO)C[C@H]2C)cc1 | -2.2
Cc1ccccc1S(=O)(=O)N1CC[C@@H]2[C@H](CO)Nc3ccc(-c4ccccc4)cc3[C@@H]21 | 9.3
C[C@H]1CCCCO[C@@H](CN(C)Cc2ccncc2)[C@@H](C)CN([C@@H](C)CO)C(=O)c2cc(NS(C)(=O)=O)ccc2O1 | -1.3
C[C@@H]1CN([C@H](C)CO)S(=O)(=O)c2ccc(C#CC3(O)CCCC3)cc2O[C@@H]1CN(C)C(=O)Nc1cccc(F)c1 | 1.9
C[C@@H]1CN([C@H](C)CO)C(=O)c2cccc(NS(=O)(=O)c3ccc(F)cc3)c2O[C@H]1CN(C)Cc1ccc(Cl)c(Cl)c1 | -0.1
C[C@@H]1CN([C@@H](C)CO)C(=O)c2cccc(NC(=O)c3nc4ccccc4s3)c2O[C@H]1CN(C)Cc1ccc(Cl)c(Cl)c1 | -4.5
C[C@H](CO)N1C[C@H](C)[C@H](CN(C)C(=O)Nc2ccccc2)Oc2ccc(NC(=O)NC3CCCCC3)cc2CC1=O | 1.0
C[C@@H]1CN([C@@H](C)CO)S(=O)(=O)c2ccc(C#Cc3cccnc3)cc2O[C@H]1CN(C)CC1CCCC1 | -2.9
O=C(C1CCCC1)N1CCCCN2[C@H](CO)[C@H](c3ccc(C#CC4CC4)cc3)[C@@H]2C1 | -2.6
COc1cccc(NC(=O)C[C@@H]2CC[C@H]3[C@H](COc4ccc(NC(=O)c5ccccc5F)cc4C(=O)N3C)O2)c1 | -6.7
COc1ccccc1C#Cc1cnc2c(c1)C(=O)N([C@@H](C)CO)C[C@@H](C)[C@H](CN(C)C(C)=O)O2 | 0.8
C[C@H]1CN([C@@H](C)CO)C(=O)c2cc(NC(=O)Nc3ccc4c(c3)OCO4)ccc2O[C@H]1CN(C)S(=O)(=O)c1ccccc1 | -1.2
COCC(=O)Nc1ccc2c(c1)OC[C@@H](C)N(C(=O)C1CCCC1)C[C@H](C)[C@@H](OC)CN(C)C2=O | -1.6
C[C@H]1CN([C@@H](C)CO)C(=O)Cc2cc(NC(=O)CCC(F)(F)F)ccc2O[C@H]1CN(C)Cc1ccncc1 | 1.2
COc1cccc(NC(=O)N(C)C[C@H]2Oc3ncc(C4=CCCCC4)cc3C(=O)N([C@@H](C)CO)C[C@@H]2C)c1 | 2.3
COC(=O)C[C@H]1CC[C@H](NC(=O)c2ccccc2)[C@@H](CO)O1 | -4.9
COc1ccc(CN(C)C[C@@H]2Oc3ccc(NS(=O)(=O)c4c(C)noc4C)cc3C(=O)N([C@H](C)CO)C[C@H]2C)cc1 | 0.7
C[C@H](CO)N1C[C@H](C)[C@@H](CN(C)S(=O)(=O)c2ccc(Cl)cc2)OCCCC[C@H](C)Oc2ccc(NC(=O)C3CCCCC3)cc2C1=O | -3.7
C[C@@H]1CCCCO[C@H](CN(C)C(=O)Nc2ccc(F)cc2)[C@@H](C)CN([C@@H](C)CO)C(=O)c2cc(NS(=O)(=O)c3ccccc3)ccc2O1 | -1.2
C[C@@H]1CN([C@H](C)CO)C(=O)c2cc(NC(=O)C3CCCCC3)ccc2O[C@@H](C)CCCCO[C@H]1CN(C)S(=O)(=O)c1ccc(Cl)cc1 | -0.3
CC(=O)N1[C@@H]2Cn3c(ccc(C4=CCCC4)c3=O)[C@H]1[C@@H](C(=O)N[C@H](C)c1ccccc1)[C@@H]2CO | 0.0
Cc1noc(C)c1NC(=O)Nc1ccc2c(c1)C(=O)N([C@H](C)CO)C[C@@H](C)[C@H](CN(C)Cc1ccncc1)OCCCC[C@H](C)O2 | -1.7
C[C@H](CO)N1C[C@H](C)[C@H](CN(C)C(=O)C2CC2)Oc2ncc(C#CC(C)(C)O)cc2C1=O | 0.7
COc1ccc(S(=O)(=O)N(C)C[C@@H]2Oc3ccc(NS(=O)(=O)c4ccccc4)cc3C(=O)N([C@@H](C)CO)C[C@@H]2C)cc1 | 2.3
Cc1ccc(-c2ccc3c(c2)O[C@H](CN(C)C)[C@@H](C)CN([C@H](C)CO)S3(=O)=O)cc1 | -0.9
C[C@H](CO)N1C[C@H](C)[C@@H](CN(C)C(=O)CC2CC2)Oc2cc(C#C[C@@H](C)O)ccc2S1(=O)=O | 0.3
COc1ccc(S(=O)(=O)N(C)C[C@H]2OCCCC[C@@H](C)Oc3ccc(NC(=O)CCCN(C)C)cc3C(=O)N([C@@H](C)CO)C[C@@H]2C)cc1 | -0.1
CC=Cc1ccc2n(c1=O)C[C@H]1[C@H](CO)[C@@H](C(=O)NC3Cc4ccccc4C3)N(CC3CC3)[C@@H]21 (mixture of isomers) | 2.6
CO[C@H]1CN(C)C(=O)c2ccc(NC(=O)Nc3ccccc3F)cc2OC[C@H](C)NC[C@@H]1C | -2.1
CCCNC(=O)[C@H]1[C@H](CO)[C@H]2Cn3c(cccc3=O)[C@H]2N1CC1CC1 | 0.2
C[C@@H]1CN([C@H](C)CO)C(=O)c2cc(NC(=O)C3CCCCC3)ccc2O[C@@H](C)CCCCO[C@@H]1CN(C)C(=O)Cc1ccccc1 | -3.6
COCCNC(=O)C[C@H]1C=C[C@H](NC(=O)NC2CCCCC2)[C@@H](CO)O1 | 0.5
CO[C@H]1CN(C)C(=O)c2cc(NC(=O)Nc3ccc(Cl)cc3)ccc2OC[C@@H](C)NC[C@@H]1C | -0.8

In the list so far, these contain two or more sulfur atoms.
SMILES | Mtb BioA inh
COc1ccc(NC(=O)N(C)C[C@@H]2Oc3ccc(NS(=O)(=O)c4cccs4)cc3CC(=O)N([C@H](C)CO)C[C@H]2C)cc1 | -2.2
COc1ccc(S(=O)(=O)N(C)C[C@@H]2Oc3ccc(NS(=O)(=O)c4ccccc4)cc3C(=O)N([C@@H](C)CO)C[C@@H]2C)cc1 | 2.3

Going on with the list:
SMILES | Mtb BioA inh
O=C(C[C@@H]1CC[C@H](NS(=O)(=O)c2ccc(F)cc2)[C@@H](CO)O1)NCc1ccc(Cl)c(Cl)c1 | 1.5
C[C@H](CO)N1C[C@H](C)[C@H](CN(C)Cc2ccc(Oc3ccccc3)cc2)Oc2ccc(NS(=O)(=O)c3ccc(F)cc3)cc2CC1=O | -0.8
C[C@@H]1CCCCO[C@@H](CN(C)Cc2ccc3c(c2)OCO3)[C@@H](C)CN([C@H](C)CO)C(=O)c2cc(NC(=O)CCC(F)(F)F)ccc2O1 | -0.8
Cc1ccccc1-c1cnc2c(c1)C(=O)N([C@H](C)CO)C[C@H](C)[C@@H](CN(C)C(=O)c1ccncc1)O2 | -1.1
Cc1noc(C)c1NC(=O)N(C)C[C@@H]1Oc2ccc(NC(=O)Cn3cnnn3)cc2C(=O)N([C@H](C)CO)C[C@H]1C | 4.3
C[C@H](CO)N1C[C@H](C)[C@H](CN(C)CC2CCOCC2)Oc2cc(C#CC3CC3)ccc2S1(=O)=O | -0.3
COc1ccc(S(=O)(=O)Nc2ccc3c(c2)C(=O)N([C@@H](C)CO)C[C@H](C)[C@H](CN(C)C(=O)c2ccncc2)OCCCC[C@@H](C)O3)cc1 | -1.6
CO[C@H]1CN(C)C(=O)c2cc(NC(=O)C3CCCCC3)ccc2OC[C@H](C)N(C)C[C@H]1C | -6.3
C[C@H](CO)N1C[C@H](C)[C@H](CN(C)Cc2ccc(C(=O)Nc3ccccc3N)cc2)Oc2c(NC(=O)C3CC3)cccc2C1=O | -0.5
COc1ccc(S(=O)(=O)Nc2ccc3c(c2)C(=O)N([C@@H](C)CO)C[C@@H](C)[C@H](CN(C)C(=O)Nc2ccc4c(c2)OCO4)O3)cc1 | 1.1
CC(C)NC(=O)N1CCCCN2[C@H](C1)[C@H](c1ccc(C#CC3CC3)cc1)[C@@H]2CO | -0.4
Cc1ccc(S(=O)(=O)N(C)C[C@@H]2Oc3c(NS(=O)(=O)c4ccccc4)cccc3C(=O)N([C@@H](C)CO)C[C@H]2C)cc1 | -0.9
CC(C)NC(=O)N(C)C[C@@H]1Oc2ncc(C#Cc3cccc(F)c3)cc2C(=O)N([C@H](C)CO)C[C@@H]1C | 1.4
COc1ccc(CN2CCC(C)=CC2C)cc1 (stereo not given) | -0.2
COCC(=O)N(C)C[C@H]1Oc2cc(-c3ccncc3)ccc2S(=O)(=O)N([C@H](C)CO)C[C@@H]1C | 0.4
CCC(=O)Nc1ccc2c(c1)OC[C@H](C)N(Cc1ccccn1)C[C@@H](C)[C@@H](OC)CN(C)C2=O | 0.6
Cc1ccc(S(=O)(=O)Nc2cccc3c2O[C@@H](CN(C)S(=O)(=O)c2ccc(C)cc2)[C@H](C)CN([C@@H](C)CO)C3=O)cc1 | -2.7
CC(C)NC(=O)Nc1cccc2c1O[C@H](CN(C)C(=O)Nc1ccc3c(c1)OCO3)[C@H](C)CN([C@H](C)CO)C2=O | -0.3
CCCc1cn(CC[C@H]2CC[C@H](NS(=O)(=O)c3ccccc3Cl)[C@@H](CO)O2)nn1 | 0.1

Filtered by structure, the compounds so far with a cyano group
SMILES | Mtb BioA inh
CCCNC(=O)N(C)C[C@@H]1Oc2ncc(-c3cccc(C#N)c3)cc2C(=O)N([C@H](C)CO)C[C@@H]1C | -0.1
COc1ccccc1C#Cc1ccc([C@@H]2[C@@H](CO)N(C(=O)C3CCC3)[C@H]2C#N)cc1 | -5.0
COc1cccc(C#Cc2ccc([C@H]3[C@@H](CO)N(C(=O)C4CCCCC4)[C@H]3C#N)cc2)c1 | 0.0
CO[C@H]1CC[C@H]2CCN(C)C(=O)[C@@H](C)[C@H](OC)CN(C)C(=O)c3cc(C#N)ccc3OC[C@@H]1O2 | -4.4
